# mIAP activ = activators of mouse IAP, primary screen, biochemical, luminescence, uHTS; activation factor at 10 µM; intestinal alkaline phosphatase [Mus musculus]; muIAP, CDP-Star luminescence, 30 min; active compounds read high; 1 = vehicle-only enzyme signal, 0 = enzyme-free wells; 330,000 compounds, 0.24% hits;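 active = activation factor of at least 2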; also: the source names both 10 and 20 µM as test concentration; values of inactives mirror those of a sister screen read the other way
#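 Assay system: mouse IAP enzyme / Compound: DMSO-dissolved test compounds / Timing: 30 min, room temperature / Measured by: luminescence from enzymatic CDP-Star hydrolysis / Control set: DMSO-only wells, enzyme-free buffer wells as negative control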
# hIAP inh = human IAP inhibitors, primary screen, biochemical, luminescence, uHTS. AID 2544, 2010. inhibition, % at 10 µM. purified IAP, CDP-Star luminescence, 30 min. 330,000 compounds, 0.12% hits;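 active = inhibition reaching a set limit with compound at 10 µM in the primary screen, cut at about 35% in these data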;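 also: plate controls were DMSO wells with enzyme for no effect and no-enzyme buffer wells for full effect; values of inactives mirror those of a sister screen read the other way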
# tim10-1 inh = growth inhibitors of tim10-1 mutant yeast, primary screen, luminescence, uHTS; S. cerevisiae tim10-1 ts strain growth, BacTiter-Glo, 24 h; inhibition, % at 20 µM; 330,000 compounds, 2.2% hits;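 active = inhibition of at least 40%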;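 also: mutant grown at 25 °C; 0% = DMSO wells with yeast and 100% = wells holding no yeast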
# mIAP inh = inhibitors of mouse IAP, primary screen, biochemical, luminescence, uHTS. purified mouse IAP, CDP-Star luminescence, 30 min. 330,000 compounds, 0.2% hits. intestinal alkaline phosphatase [Mus musculus]. inhibition, % at 10 µM;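 active = inhibition of at least 40% at 10 µM in the primary screen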;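 also: plate controls were DMSO with enzyme for no effect and no enzyme wells for full effect; values of inactives mirror those of a sister screen read the other way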
# NALP3 yeast inh = NALP3 inflammasome inhibitors in reconstituted yeast, primary screen, luminescence, uHTS; inhibition, % at 10 µM; Yeast reconstituted NLRP3/ASC/caspase-1, beta-gal luminescence, 24 h; AID 2825, 2010; 330,000 compounds, 0.39% hits;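 active = inhibition of 50% or more; inactive = inhibition below 50%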;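 also: plate controls were induced DMSO wells for no effect and uninduced yeast grown without galactose for full effect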
# TIM10 inh = growth inhibitors of isogenic TIM10 control yeast, primary screen, counter-screen for tim10-1 yeast inhibitor project, luminescence, uHTS | S. cerevisiae TIM10 strain growth, BacTiter-Glo luminescence, 24 h | inhibition, % at 10 µM | 330,000 compounds, 1.4% hits | AID 463195, 2010;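 active = inhibition of 40% or more at the single tested concentration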;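 also: wild-type TIM10 isogenic control strain grown at permissive 25 °C; 0% = DMSO yeast wells and 100% = minimal medium wells without yeast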
# A3A deaminase = APOBEC3A ssDNA deaminase inhibitors, primary screen, selectivity assay for APOBEC3G inhibitor project, biochemical, FAM/TAMRA oligo cleavage fluorescence; DNA dC->dU-editing enzyme APOBEC-3A (Homo sapiens), P31941; recombinant A3A, FAM/TAMRA ssDNA deamination fluorescence; inhibition, % at 20 µM; 330,000 compounds, 0.41% hits; AID 493011, 2011;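 active = at least 40% inhibition at 20 µM here, with at most 30% in a related deaminase screen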;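 also: plate controls were A3A with DMSO for no effect and wells lacking A3A enzyme for full effect; some results filed as inactive read as strong as hits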
# Target sequence (P31941 whole entry, looked up): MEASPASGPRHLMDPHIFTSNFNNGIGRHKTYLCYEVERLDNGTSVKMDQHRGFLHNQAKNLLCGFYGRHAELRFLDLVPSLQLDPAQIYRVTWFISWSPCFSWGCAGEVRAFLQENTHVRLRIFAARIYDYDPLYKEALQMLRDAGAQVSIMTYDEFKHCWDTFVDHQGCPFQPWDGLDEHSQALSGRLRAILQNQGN
# beta cell repl = inducers of MIN6 beta-cell proliferation, primary screen, ATP luminescence, uHTS; 330,000 compounds, 0.29% hits; proliferation, % at 10 µM; MIN6 cells proliferation, ATPlite luminescence, 48 h; cells starved in 0.2% serum; 100% = growth in 10% serum; AID 2380, 2010;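 active = compounds whose signal lies at least 3.5 SD above the mean of all wells on their plate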;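 also: 0% = DMSO-treated cells in low-serum medium and 100% = 10% serum control; some compounds called inactive have numbers as strong as hits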
# A3G deaminase = APOBEC3G DNA deaminase inhibitors, primary screen, biochemical, fluorescence, single-stranded DNA substrate, uHTS. recombinant A3G, ssDNA deamination FAM/TAMRA fluorescence. DNA dC->dU-editing enzyme APOBEC-3G (Homo sapiens), Q9HC16. 330,000 compounds, 0.28% hits. inhibition, % at 20 µM. AID 493012, 2011;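 active = inhibition of at least 40% at 20 µM, with no more than 30% in the related APOBEC3A deaminase screen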;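 also: plate controls were DMSO wells with A3G for no effect and wells lacking A3G enzyme for full effect; some compounds called inactive have numbers as strong as hits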
# Target sequence (Q9HC16 whole entry, looked up): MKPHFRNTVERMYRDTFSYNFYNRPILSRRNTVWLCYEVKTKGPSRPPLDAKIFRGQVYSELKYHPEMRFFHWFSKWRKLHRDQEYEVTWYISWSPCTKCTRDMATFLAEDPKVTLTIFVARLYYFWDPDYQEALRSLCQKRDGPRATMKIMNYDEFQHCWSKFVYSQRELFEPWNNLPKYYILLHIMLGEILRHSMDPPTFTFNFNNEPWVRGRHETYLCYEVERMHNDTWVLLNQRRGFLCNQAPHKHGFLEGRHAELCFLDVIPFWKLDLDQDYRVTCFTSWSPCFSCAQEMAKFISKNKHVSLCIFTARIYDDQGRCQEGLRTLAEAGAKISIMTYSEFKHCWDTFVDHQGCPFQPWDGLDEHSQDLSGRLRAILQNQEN
# Numbers without * were called inactive; & = joins results of further samples.
SMILES,mIAP activ,hIAP inh,tim10-1 inh,mIAP inh,NALP3 yeast inh,TIM10 inh,A3A deaminase,beta cell repl,A3G deaminase
O=C1c2ccccc2NC(c2ccccc2F)N1NS(=O)(=O)c1ccccc1 (stereo not drawn),1,-2,3,-4,-8,1,-1,0,-2
CC(=O)NNC(=O)c1sc(=S)n2c1[nH]c(=O)c1sccc12,0.72,-56,8,28,10,6,1,0,36
CCC(C(=O)NC(C)(C)C)N(C(=O)Cn1nnc(-c2cccs2)n1)c1cnc2ccccc2c1 (stereo not drawn),0.98,13,16,2,-5,16,-1,4,0
CN(C=[N+](C)C)c1cccc2c1C(=O)c1ccccc1C2=O,0.95,-12,20,5,10,-6,-1,0,-5
CC1CN(Cc2nc3c(c(=O)[nH]c(=O)n3C)n2CC(N)=O)CC(C)O1 (stereo not drawn),1.1,2,0,-14,16,-21,-1,-4,-8
CCNC(=O)c1c(O)c2c([nH]c1=O)CCCC2,0.96,3,-35,4,21,-31,4,-1,0
CN(Cc1ccccc1Br)C(=O)CN1C(=O)NC2(CCCCCC2)C1=O,1,-6,15,-4,14,7,-1,-3,-3
COc1ccc(C/C(C)=N/NC(=S)Nc2ccccc2F)cc1,0.95,6,30,5,31,22,-5,-2,-16
O=S(=O)(c1ccccc1)c1cnc(-c2cccnc2)nc1-c1ccc(Cl)c(Cl)c1,0.96,16,22,4,-27,15,0,-4,-10
COc1ccc(CN(C)C(=O)c2cc(S(=O)(=O)NCc3ccccc3)ccc2C)c(OC)c1,1.1,6,-7,-8,18,-3,-1,4,-3
CCCCN1CC[C@H]2C=CC[C@@H](C(=O)Nc3ccc(Cl)cc3Cl)[C@H]2C1=O,1.1,1,27,-6,6,14,4,-2,-9
CCC(=O)OCC(=O)Nc1ccc2c(c1)OCO2,1.1,11,6,-8,21,11,-2,-2,-13
COc1ccc(CNn2c(-c3cccc(C)c3)nc3ccccc3c2=O)cc1OC,1.1,-20,22,-6,12,12,-3,-2,0
COc1ccc(NC(=O)CC(=O)Nc2ccc(OC)cc2)cc1,1.1,-3,-25,-10,-2,-21,-3,-3,-3
O=C(NC(=S)Nc1ccccc1Br)C1CCCCC1,0.99,2,27,1,53*,39,-4,-4,0

# Whole records from above. Order of screens: mIAP activ	hIAP inh	tim10-1 inh	mIAP inh	NALP3 yeast inh	TIM10 inh	A3A deaminase	beta cell repl	A3G deaminase
# CC1CN(Cc2nc3c(c(=O)[nH]c(=O)n3C)n2CC(N)=O)CC(C)O1 (stereo not drawn) is listed as 1.1	2	0	-14	16	-21	-1	-4	-8
# CN(Cc1ccccc1Br)C(=O)CN1C(=O)NC2(CCCCCC2)C1=O is listed as 1	-6	15	-4	14	7	-1	-3	-3
# COc1ccc(CNn2c(-c3cccc(C)c3)nc3ccccc3c2=O)cc1OC is listed as 1.1	-20	22	-6	12	12	-3	-2	0
# CCC(=O)OCC(=O)Nc1ccc2c(c1)OCO2 is listed as 1.1	11	6	-8	21	11	-2	-2	-13
# COc1ccc(C/C(C)=N/NC(=S)Nc2ccccc2F)cc1 is listed as 0.95	6	30	5	31	22	-5	-2	-16

# Ordered by value in mIAP inh (lowest first): some entries from above
Compound	mIAP inh
CCCCN1CC[C@H]2C=CC[C@@H](C(=O)Nc3ccc(Cl)cc3Cl)[C@H]2C1=O	-6
CCNC(=O)c1c(O)c2c([nH]c1=O)CCCC2	4
COc1ccc(C/C(C)=N/NC(=S)Nc2ccccc2F)cc1	5

# Following part:
SMILES,mIAP activ,hIAP inh,tim10-1 inh,mIAP inh,NALP3 yeast inh,TIM10 inh,A3A deaminase,beta cell repl,A3G deaminase
Cc1ccccc1NC(=O)COC(=O)c1ccccc1SCC(=O)N1CCCC1,0.93,-21,13,8,8,-1,-2,-1,-1
O=C(NCc1ccccn1)c1ccc(NS(=O)(=O)c2cccc(Cl)c2)cc1,1.1,-36,9,-15,2,9,3,2,2
COc1cc(C(=O)OCC(=O)Nc2cccc(S(=O)(=O)N3CCCC3)c2)ccc1OCC(C)C,1.2,4,-1,-24,4,4,0,-2,-6
O=C(NCCN1CCOCC1)C(=O)NCC1OCCCN1S(=O)(=O)c1ccc(F)cc1 (stereo not drawn),0.92,8,0,8,10,3,-6,-1,-11
Cc1nn(-c2ccccc2)c(Cl)c1C(=O)N1CCN(c2ncnc3c2cnn3-c2ccccc2)CC1,0.96,-6,41*,4,18,24,0,-4,-4
O=C(C(=O)N1CCCc2ccccc21)c1cn(CC(=O)N2CCOCC2)c2ccccc12,1.2,-17,17,-17,2,-25,-1,0,0
CC(=O)Oc1ccc(/C=N/NS(=O)(=O)c2ccc(C)cc2)c(OC(C)=O)c1,1.1,-1,11,-6,14,0,4,3,-2
Cc1csc(NC(=O)CCSCCc2ccccn2)n1,0.92,18,8,8,20,-4,-1,-2,-1
Cc1c(NC(=O)c2ccccc2F)c(=O)n(-c2ccccc2)n1C,0.95,-3,13,5,-1,-19,3,-2,-1
O=S(=O)(Nc1nc(-c2ccccc2)cs1)c1cc(Cl)ccc1Cl,0.9,-22,30,10,6,20,-7,-1,4
COc1ccc(CN2CCCC(C(=O)Nc3cccc(-n4cnnn4)c3)C2)c(C)c1C (stereo not drawn),1.1,-10,7,-5,7,8,-4,-4,-6
CCN(CC)C(=O)c1cn(C)c2ccc(S(=O)(=O)N(CC)CC)cc2c1=O,1.1,-2,-5,-8,1,6,-1,3,-3
C1=C(CCNC2=NCCCCC2)CCCC1,0.98,-12,7,2,5,10,2,-2,0
O=[N+]([O-])c1cccc(S(=O)(=O)NCCOc2cccc3cccnc23)c1,0.9,-25,11,10,19,5,-2,0,-7
O=S(=O)(c1ccc(S(=O)(=O)N2CCCC3(CCCCC3)C2)cc1)N1CCCCC1,0.97,-9,-5,3,10,0,-2,-4,-4
Cc1cccc(N2CCN(CC(O)COc3ccccc3Cl)CC2)c1 (stereo not drawn),0.98,4,-3,2,50*,13,-3,-1,-8
COc1ccc(-c2cc(=O)[nH]c3ccccc23)cc1,1.1,-5,14,-10,14,-4,-1,-3,0
O=C(CCc1nnc2ccc(NCCCN3CCCC3=O)nn12)NCc1ccccc1Cl,0.95,0,0,5,6,-1,-3,4,-7
COc1ccc2[nH]c(C(=O)O)c(NS(=O)(=O)c3ccc(C)c(C)c3)c2c1,0.83,6,-1,17,9,8,-2,-1,-3
CC(/C=N/NC(=O)c1c(Br)cnn1C)=C\c1ccccc1,1.1,-20,1,-7,38,0,0,0,-4
CC1C(=O)N2CCCc3cc(NC(=O)c4ccccc4Br)cc1c32 (stereo not drawn),1,-3,4,-3,14,-2,-4,-2,-8
CCC(CC(C)(C)O)C(=O)NNC(=S)Nc1ccccc1 (stereo not drawn),0.95,0,8,5,2,9,-1,-2,0
CC(C)(C)c1ccc(C(=O)N2CCCC2c2cccs2)cc1 (stereo not drawn),0.87,5,19,13,22,31,-2,0,-9
O=C(Cn1nc(Cl)nc1Cl)c1cc2ccccc2oc1=O,0.88,15,59*,12,-29,57*,-5,0,-7
CCOC(=O)c1c(C)oc(NC(=O)CCl)c1C(=O)OCC,0.95,12,21,5,3,13,0,-5,-8
O=C(c1cnn2cccnc12)N1CCN(c2ccccc2)CC1,1.1,4,-12,-8,-7,-3,-7,-3,-8
CCCn1c(N)c(C(=O)CSc2nnc3n2CCCCC3)c(=O)[nH]c1=O,1.1,-1,2,-11,23,3,-1,-2,-6
Cc1ccc(C)c(NC2=NCC(=O)N2c2ccc3c(c2)OCCO3)c1,0.98,4,6,2,9,2,-5,-1,-8
CC1(C)Cc2c(C#N)c(OCC(=O)c3ccc(Cl)cc3)nc(-c3ccoc3)c2CO1,0.95,7,-8,5,-4,4,1,0,-2
COc1ccc(Cc2nnc(SCC(=O)N3CCN(c4ccccc4)CC3)o2)cc1,0.94,-15,5,6,23,4,-7,1,-9

# A run of entries from further up, as a working copy:
SMILES,mIAP activ,hIAP inh,tim10-1 inh,mIAP inh,NALP3 yeast inh,TIM10 inh,A3A deaminase,beta cell repl,A3G deaminase
COc1ccc(CN(C)C(=O)c2cc(S(=O)(=O)NCc3ccccc3)ccc2C)c(OC)c1,1.1,6,-7,-8,18,-3,-1,4,-3
CCCCN1CC[C@H]2C=CC[C@@H](C(=O)Nc3ccc(Cl)cc3Cl)[C@H]2C1=O,1.1,1,27,-6,6,14,4,-2,-9

# Going on with the list:
SMILES,mIAP activ,hIAP inh,tim10-1 inh,mIAP inh,NALP3 yeast inh,TIM10 inh,A3A deaminase,beta cell repl,A3G deaminase
O=C(CCl)NNc1nc(-c2ccccc2)c2cc(Cl)ccc2n1,0.88,-6,3,12,24,24,-4,-5,-1
CCO/C([O-])=N/c1c[n+](N2CCOCC2)no1,1.1&1,-5&6,-5&0,-8&-1,3&8,-4&9,-1&9,-3&-5,-3&0
Cc1ccc(-n2c(=O)cc(N3CC(C)CC(C)C3)[nH]c2=O)cc1 (stereo not drawn),0.92,4,-5,8,12,2,-1,-3,-4
COCCn1c(SCc2nc3ccccc3s2)nc2ccccc21,0.94,7,14,6,27,-4,-4,3,-2
CCOc1ccc(NC(=O)Nc2cc(C(=O)O)ccc2N2CC3CC(C2)c2cccc(=O)n2C3)cc1 (stereo not drawn),1.1,-16,0,-5,12,3,0,4,-2
CCOC(=O)N1CCN(C(=O)CN2C(=O)c3ccccc3S2(=O)=O)CC1,0.93,3,-2,7,-8,-4,-1,0,-5

# From PubChem
